# STAT1 act: STAT1 signaling activation | NIH 3T3 STAT1-luciferase reporter, IFN-gamma, luminescence; 100% = IFN-gamma alone, no compound | activation (% of control), % at 5.5 µM | 200,000 tested, 2.6% active;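 active = activation above the screen-wide mean activation plus 3 SD, cut at about 130% in these data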;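 note: raw ratio to IFN-gamma control signal so 100% means no change and 0% no light; values of inactives mirror those of a sister screen read the other way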
# FLuc inhib CS: counter-screen for luciferase assay inhibitors: firefly luciferase inhibition; ATPLite firefly luciferase biochemical luminescence, 10 min; inhibition, % at 10 µM; 200,000 tested, 1.5% active;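 active = inhibition above about 50% when tested at 10 µM, limit read from the data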
# Target sequence (P08659 whole entry, looked up): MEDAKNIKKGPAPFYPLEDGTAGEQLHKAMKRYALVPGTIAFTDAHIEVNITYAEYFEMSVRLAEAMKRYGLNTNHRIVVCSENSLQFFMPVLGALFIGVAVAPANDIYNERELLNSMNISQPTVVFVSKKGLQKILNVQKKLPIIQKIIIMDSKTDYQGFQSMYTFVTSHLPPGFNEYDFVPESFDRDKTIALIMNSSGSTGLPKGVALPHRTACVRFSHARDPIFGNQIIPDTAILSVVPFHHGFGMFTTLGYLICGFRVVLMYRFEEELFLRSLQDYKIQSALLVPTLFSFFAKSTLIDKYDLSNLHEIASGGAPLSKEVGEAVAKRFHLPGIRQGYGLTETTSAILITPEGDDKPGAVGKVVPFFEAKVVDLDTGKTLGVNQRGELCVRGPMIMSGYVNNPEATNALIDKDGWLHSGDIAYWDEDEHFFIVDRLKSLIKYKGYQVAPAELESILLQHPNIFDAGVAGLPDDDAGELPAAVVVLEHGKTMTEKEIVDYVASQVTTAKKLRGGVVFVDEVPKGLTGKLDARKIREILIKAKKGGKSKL
# STAT3 activator: STAT3 signaling activation; U3A cells, IL-6 STAT3-luciferase reporter, luminescence; 100% = signal with IL-6 EC80 alone; activation (% of control), % at 5.6 µM; AID 871; 190,000 tested, 0.91% active;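 active = activation above the screen-wide mean of compound activation plus 3 SD, cut at about 130% in these data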;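 note: 0% = background luminescence of wells with medium and substrate only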
#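 Material: STAT1-lacking human U3A cells, STAT3 luciferase reporter | Benchmarks: IL-6-only wells as 100% reference | Probe or stimulus: IL-6 (33 ng/mL) | Timing: Compound 1 h, then IL-6 6 h at 37 °C | Detection: Luminescence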
# ROMK mod: human ROMK K+ channel modulation, primary screen. Tet-inducible ROMK, thallium flux fluorescence; actives lie on both sides. B-score at 10 µM. 130,000 tested, 2% active. AID 1918;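 active = signal ratio slope over the read window, or its plate-corrected B-score, at least 3 SD from the plate mean, either direction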;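 note: B-score of the F/F0 ratio slope over 7 to 12 s after thallium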
# Target sequence (P48048 whole entry, looked up): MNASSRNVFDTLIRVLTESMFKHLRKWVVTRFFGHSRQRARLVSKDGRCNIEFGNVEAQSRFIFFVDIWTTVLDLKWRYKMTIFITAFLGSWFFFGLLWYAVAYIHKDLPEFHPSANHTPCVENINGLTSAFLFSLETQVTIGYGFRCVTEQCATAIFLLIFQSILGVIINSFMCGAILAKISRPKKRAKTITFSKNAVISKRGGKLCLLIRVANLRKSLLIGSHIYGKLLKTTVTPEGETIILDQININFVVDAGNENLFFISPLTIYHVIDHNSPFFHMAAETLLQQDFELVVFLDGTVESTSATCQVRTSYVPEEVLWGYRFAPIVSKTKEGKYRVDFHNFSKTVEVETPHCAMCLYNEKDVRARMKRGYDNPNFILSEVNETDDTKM
# STAT1 blocker: STAT1 signaling inhibition | NIH 3T3 STAT1-luciferase reporter, IFN-gamma, luminescence | inhibition, % at 5.5 µM | 200,000 tested, 0.35% active;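 active = inhibition above a set limit, the mean inhibition across all tested compounds plus 3 SD, cut at about 34% in these data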;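 note: 0% = IFN-gamma with DMSO and 100% = IFN-gamma with 300 µM nifuroxazide; values of inactives mirror those of a sister screen read the other way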
# FLuc stim CS: firefly luciferase counter-screen for stimulation assays; activation factor at 10 µM; ATPlite luciferase biochemical, luminescence, 10 min; 0 = ATP-free wells, 1 = DMSO control; 200,000 tested, under 10 active;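 active = luciferase activation factor, scaled between plate controls, of at least 2 with compound at 10 µM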
#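 Assay system: Luciferase/luciferin detection reagent, cell-free biochemical luciferase assay / Also added: ATP substrate / Schedule: 10 min at ambient temperature / Measured by: luminescence measurement of luciferase light output / Benchmarks: low control with PBS replacing ATP, high control enzyme plus ATP without compound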
# APP 5UTR inh: APP translation inhibition; inhibition, % at 2 µM; 190,000 tested, 0.82% active; SH-SY5Y APP 5'UTR-luciferase reporter, luminescence; AID 1285;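 active = inhibition above a set limit, derived from the sample mean plus 3 SD, cut at about 45% in these data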; note: values of inactives mirror those of a sister screen read the other way
# NF-kB expr up: raises NF-kB expression in human neuronal cells; NF-kB reporter expression; hits give high values; fold change at 12.5 µM; 190,000 tested, 1.6% active; in the data active = fold change above about 3.3
# STAT3 inh: inhibitors of IL-6 induced STAT3 signaling | U3A cells, IL-6 STAT3-luciferase reporter, luminescence; host cell line lacks STAT1 | inhibition, % at 5.5 µM | 190,000 tested, 0.89% active | AID 862;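 active = inhibition above the mean inhibition across all screened compounds plus 3 SD, cut at about 44% in these data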;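 note: 0% = DMSO only wells and 100% = 100 µM nifuroxazide control wells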
# APP 5'UTR act: APP 5'UTR luciferase reporter activation; activation, % at 2 µM; SH-SY5Y APP 5'UTR luciferase reporter, luminescence; zero percent = DMSO vehicle wells; 190,000 tested, 1% active; AID 1276;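 active = activation above a set limit, based on mean plus 3 SD of controls, cut at about 140% in these data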; note: values of inactives mirror those of a sister screen read the other way
# Active calls of the source: *; · = not tested or not shown.
SMILES,STAT1 act,FLuc inhib CS,STAT3 activator,ROMK mod,STAT1 blocker,FLuc stim CS,APP 5UTR inh,NF-kB expr up,STAT3 inh,APP 5'UTR act
O=c1cc(N2CCCC2)c2ccccc2o1,104.0,-7.6,97.4,-0.421,-6.5,1.1,-0.9,1.06,6.4,0.9
CCOC(=O)c1c(C)[nH]c(C(=O)COC(=O)/C=C/c2ccc3c(c2)OCO3)c1C,102.3,-8.6,92.6,·,-2.6,1.1,-4.3,1.01,4.0,4.3
COc1ccc(-c2cnc(N)n2C)cc1,107.2,-4.5,106.2,-0.0847,-7.0,1,-17.1,1.35,-6.9,17.1
O=C(Nc1ccc(-c2nc3ccccc3[nH]2)cc1)c1ccccc1NS(=O)(=O)c1ccc(F)cc1,101.3,0.4,106.9,0.215,-1.5,1,-32.0,1.18,-8.2,32.0
CCc1nnc(NC(=O)CN2CCC(O)(c3ccccc3OC)CC2)s1,98.4,-3.5,101.6,·,1.8,1,-5.2,1.03,5.8,5.2
C=CCN1C(=O)CSc2ccc(C(=O)NCc3cccs3)cc21,95.5,-7.7,101.3,-0.839,3.3,1.1,8.9,0.94,-0.3,-8.9
Cc1ccc(Cn2ccc(NC(=O)c3cc(-c4ccccc4)on3)n2)cc1,103.3,-6.5,82.9,0.956,-3.6,1.1,5.0,0.9,22.9,-5.0
CC(=O)Nc1ccc2nc(CN3CCN(CC(C)C)C(CCO)C3)ccc2c1 (configuration not stated),100.6,-9.9,102.4,0.209,-2.3,1.1,16.0,0.96,1.7,-16.0
COCCCNC(=O)CCCn1c(=O)c2ccccc2n(Cc2cccc([N+](=O)[O-])c2)c1=O,99.5,-3.8,93.4,0.58,0.0,1,-29.3,2.06,10.1,29.3
Cc1ccccc1NC(=O)COC(=O)CCSc1ccccc1,99.1,-1.1,98.2,-0.0144,-0.2,1,-13.5,1.1,3.7,13.5
Cc1c(NC(=O)COC(=O)C2(c3ccccc3F)CCCC2)c(=O)n(-c2ccccc2)n1C,95.2,-5.8,101.9,-0.509,6.7,1.1,12.2,1.15,2.9,-12.2
COc1cc(N)n(S(=O)(=O)c2ccc(C)cc2)n1,98.2,1.5,·,·,3.4,1,-10.3,1.23,·,10.3
CC(NC(=S)Nc1ccc(S(N)(=O)=O)cc1)c1ccc2c(c1)OCO2 (configuration not stated),110.4,-6.3,98.9,-0.00717,-11.6,1.1,-17.9,1.17,3.6,17.9
O=C(Cc1cccs1)N(CC1CCCO1)C1(C(=O)NC2CCCC2)CCCCC1 (configuration not stated),91.7,1.0,100.3,-1.82*,9.5,1,-19.0,1.52,0.3,19.0
COc1cc(C(=O)OC(C)C(=O)Nc2ccc3c(c2)OCO3)ccc1OCc1c(C)noc1C (configuration not stated),100.8,-8.4,91.0,·,-0.9,1.1,-24.7,1.07,14.7,24.7
CCCn1c(=O)[nH]c(=O)c2c(C(=O)OCC)cc(-c3cccs3)nc21,105.2,-4.9,101.4,1.01,-8.3,1,-25.7,0.79,-0.2,25.7
O=C(N/N=C/c1ccncc1)C12CC3CC(CC(C3)C1)C2,105.5,-0.5,101.4,-0.0805,-5.6,1,-7.3,1.16,6.8,7.3
Cc1ccc(CN2C(=O)c3ccccc3C2C(=O)NCC2CCCO2)cc1 (configuration not stated),96.1,3.0,99.9,0.856,4.3,1,3.0,1.09,5.8,-3.0
CC(NC(=O)C(=O)NN=C1CCCCCCC1)c1ccccc1 (configuration not stated),103.4,-5.1,95.3,0.356,-3.9,1.1,-6.9,1.04,13.1,6.9
Cc1[nH]nc2c1C(c1ccsc1C)C(C#N)=C(N)O2 (configuration not stated),94.3,-5.9,105.2,-3.27,6.1,1.1,1.2,2.05,-8.0,-1.2
O=C(NC(C(=O)NCCN1CCOCC1)C12CC3CC(CC(C3)C1)C2)C1CCCCC1 (configuration not stated),99.9,-6.1,107.0,·,0.1,1.1,-0.5,0.94,-4.6,0.5
COc1cccc(CNCCO)c1OCc1ccc(Cl)cc1,88.0,-9.1,96.7,-0.0676,11.2,1.1,12.3,1.2,10.0,-12.3
CN(C)CCCSc1nc(-c2ccccc2)nc2c1CCC2,100.0,-6.0,102.8,·,0.1,1.1,-0.3,1.1,-1.1,0.3
CNc1ccc(C2(O)C(=O)c3ccccc3C2=O)cc1,105.0,-3.3,102.8,0.0124,-5.7,1,4.1,1.04,0.7,-4.1
CCOC(=O)C1CCN(C(=S)Nc2cccc(C)c2)CC1,100.5,-8.5,100.0,·,-0.6,1.1,-14.0,1.07,4.7,14.0
CCOC(=O)CSc1nnc(CNC(=O)c2ccc(OC)cc2OC)n1-c1ccc(OC)cc1,98.2,0.3,102.6,-1.81,2.0,1,0.1,1.21,-1.1,-0.1
Cc1ccc(S(=O)(=O)N2CCCN(S(=O)(=O)c3ccc(C)cc3)CC2)cc1,91.5,-1.4,98.4,·,9.2,1,3.4,1.19,1.5,-3.4
O=C(c1ccoc1)N1CCC(CO)(CCc2ccccc2)CC1,110.6,-4.6,101.5,0.774,-13.4,1,-7.0,1.07,2.7,7.0
Cc1cc(C)c(NC(=O)COc2nncc3ccccc23)c(C)c1,98.8,-8.4,97.2,1.04,0.8,1.1,9.4,1.22,4.7,-9.4
CC1(C)c2ccccc2N2CC(=O)N(CC(N)=O)C21C (configuration not stated),96.4,-6.2,104.8,0.259,4.0,1.1,-3.3,1.03,3.4,3.3
CCSc1nc(C)cc(C)c1S(=O)(=O)c1ccccc1C,87.4,-5.9,104.7,·,14.2,1.1,-10.4,0.84,-3.0,10.4
Fc1ccc(Nc2nc(-c3ccncc3)nc3ccccc23)cc1,93.2,-5.7,92.3,·,7.5,1.1,9.5,1.01,4.3,-9.5
Cn1nc(C(=O)NCc2cccnc2)c2ccccc2c1=O,99.4,-22.7,99.7,·,0.6,1.2,19.0,1.19,1.4,-19.0
Nc1cc(N)nc(SCC(=O)Nc2ccccc2)n1,100.9,0.5,103.4,·,-1.7,1,-13.2,1.03,-0.3,13.2
COc1ccc(NC(=O)CSc2nnc(CNC(=O)COc3ccc(Cl)cc3)o2)cc1,99.3,-0.3,99.5,0.0969,0.2,1,19.6,1.27,2.9,-19.6
Cc1ccc(-n2c(SCC(N)=O)nnc2-c2ccc(S(=O)(=O)N3CCCCC3)cc2)c(C)c1,100.7,-7.4,107.2,-0.381,-0.8,1.1,14.2,0.96,-8.4,-14.2
CCCc1cc2c(cc1NC(=O)c1ccccc1Cl)OCO2,102.3,-3.0,102.8,-0.72,-2.6,1,4.3,1.14,4.4,-4.3
CCOC(=O)c1ccc(S(=O)(=O)N2CCN(CC(=O)NC(=O)NC3CCCCC3)CC2)cc1,98.4,4.1,109.2,·,1.8,1,-0.9,0.72,-5.6,0.9
Cc1ccc(S(=O)(=O)N2CCN(CC(O)c3ccccc3)CC2)cc1C (configuration not stated),107.7,-5.9,108.1,-0.656,-7.5,1.1,8.2,0.95,-9.3,-8.2
C=C1CCC2C(C)(C)[C@H](O)CC[C@@]2(C)[C@@H]1COc1cc(=O)oc2ccccc12 (some centres not stated),104.1,-7.0,111.7,-0.061,-4.5,1.1,2.7,0.37,-16.8,-2.7

# Four entries from above, arranged by heavy-atom count, rising:
SMILES,STAT1 act,FLuc inhib CS,STAT3 activator,ROMK mod,STAT1 blocker,FLuc stim CS,APP 5UTR inh,NF-kB expr up,STAT3 inh,APP 5'UTR act
O=c1cc(N2CCCC2)c2ccccc2o1,104.0,-7.6,97.4,-0.421,-6.5,1.1,-0.9,1.06,6.4,0.9
Cc1cc(C)c(NC(=O)COc2nncc3ccccc23)c(C)c1,98.8,-8.4,97.2,1.04,0.8,1.1,9.4,1.22,4.7,-9.4
CC(NC(=S)Nc1ccc(S(N)(=O)=O)cc1)c1ccc2c(c1)OCO2 (configuration not stated),110.4,-6.3,98.9,-0.00717,-11.6,1.1,-17.9,1.17,3.6,17.9
CCOC(=O)c1ccc(S(=O)(=O)N2CCN(CC(=O)NC(=O)NC3CCCCC3)CC2)cc1,98.4,4.1,109.2,·,1.8,1,-0.9,0.72,-5.6,0.9

# Next results follow:
SMILES,STAT1 act,FLuc inhib CS,STAT3 activator,ROMK mod,STAT1 blocker,FLuc stim CS,APP 5UTR inh,NF-kB expr up,STAT3 inh,APP 5'UTR act
O=C(c1ccco1)N1CCn2c1nc1ccccc12,125.1,23.6,116.6,·,-27.5,0.8,5.5,2.02,-15.4,-5.5
O=C(NCC(c1cccnc1)N1CCN(c2ccc(F)cc2)CC1)c1ccc2c(c1)OCO2 (configuration not stated),98.3,3.9,97.0,-0.806,1.9,1,-8.6,1.51,2.1,8.6
O=[N+]([O-])c1ccc(-c2ccc(C=Nc3cccc4ccccc34)o2)cc1,105.3,-4.8,113.5,·,-5.8,1,-19.5,1.19,-15.4,19.5
Cn1c(=O)c(/C=C/c2ccccc2)nc2ccccc21,133.6*,36.7,145.8*,·,-37.6,0.6,-138.4,4.2*,-52.2,138.4*
Cc1cc(C)nc(N2CCCC(C(=O)NCCc3ccc(F)cc3)C2)n1 (configuration not stated),89.4,-6.6,103.1,0.755,11.4,1.1,-4.9,0.94,0.7,4.9
COc1ccc(CCNC(=O)C2CCN(S(C)(=O)=O)CC2)cc1,104.5,2.0,101.0,0.658,-4.9,1,-8.5,0.96,-1.1,8.5
Cc1cc(Br)ccc1SCC(=O)OCC(=O)NC1CCCC1,98.5,-6.8,98.4,0.898,1.5,1.1,10.1,1.29,6.6,-10.1
c1ccc(-c2nc(NCc3ccco3)c3oc4ccccc4c3n2)cc1,89.3,-6.2,111.6,·,11.7,1.1,12.1,0.9,-8.4,-12.1
CCCP(=O)(CC(=O)N(CC)CC)c1ccccc1 (configuration not stated),96.1,-2.3,99.2,·,4.3,1,-8.7,1.03,6.3,8.7
CC1CCCCN1C(=O)CCc1nnc(Cc2c[nH]c3ccccc23)o1 (configuration not stated),102.9,-3.8,108.8,0.445,-3.2,1,7.6,1.25,-4.0,-7.6
O=C(COC(=O)c1cccnc1Cl)Nc1ccc2c(c1)OCCO2,124.2,31.3,105.3,-0.523,-28.0,0.7,14.9,1.24,-3.8,-14.9
Cc1cc(C(=O)COC(=O)c2ccc[nH]c2=O)c(C)n1-c1ccc(F)cc1,109.3,79.1*,84.8,0.0908,-10.5,0.2,-83.7,0.51,19.7,83.7
CN(C)C(=O)c1cc(-c2ccccc2)no1,111.7,-2.9,90.2,-1.02,-12.5,1,-16.4,1.58,19.5,16.4
COC(=O)c1scc(C)c1NC(=O)Cc1ccccc1,96.5,-3.6,84.9,·,3.9,1,6.4,1.13,23.9,-6.4
CCS(=O)(=O)N1CCCC(C(=O)NCCN(C)Cc2ccccc2)C1 (configuration not stated),99.8,-5.6,104.8,0.894,0.2,1.1,-1.6,1.32,2.1,1.6

# Ordered by the number under STAT1 act (ascending): three from the list above
canonical_smiles	STAT1 act
CCS(=O)(=O)N1CCCC(C(=O)NCCN(C)Cc2ccccc2)C1 (configuration not stated)	99.8
O=C(COC(=O)c1cccnc1Cl)Nc1ccc2c(c1)OCCO2	124.2
Cn1c(=O)c(/C=C/c2ccccc2)nc2ccccc21	133.6*

# Source: PubChem BioAssay (several laboratories)
